Screening data (PubChem)
SENP8 block-1 – inhibitors of human SENP8 protease; inhibition, % at 10 µM; Q96LD8; AID 2540; purified SENP8, Z-RLRGG-aminoluciferin cleavage, luminescence; 1.2% of 330,000 active; in the data active = inhibition above about 50%
Apaf1 inhib – blocks human Apaf-1 apoptosome activity; reconstituted apoptosome caspase-3 activity, DEVD-Rh110 fluorescence; AID 489030; 0.71% of 330,000 active; inhibition, % at 20 µM; active = inhibition of at least 40% at 20 µM;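 also: plate controls were DMSO wells for no effect and DEVD-CHO caspase inhibitor wells for full effect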
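Material: cell-free apoptosome with Apaf-1, procaspase-3 and caspase-9; Buffer or medium: Hepes pH 7.5 with detergent and BSA; Reagent: cytochrome c trigger plus (Z-DEVD)2-Rh110 caspase-3 substrate; Times: compound with Apaf-1, dATP, procaspase-3 30 min, then 50 min reaction, room temperature; Technique: Rh110 fluorescence intensity.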
SENP6 inh – inhibitors of human SENP6 protease; Q9GZR1; Recombinant SENP6 catalytic domain, aminoluciferin luminescence; inhibition, % at 10 µM; 1.8% of 330,000 active; AID 2599;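 active = inhibition above about 50% at the single tested dose, limit read from the data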;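 also: plate controls were DMSO wells with enzyme for no effect and DMSO wells lacking enzyme for full effect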
Target sequence (Q9GZR1 628-1112 limits assumed): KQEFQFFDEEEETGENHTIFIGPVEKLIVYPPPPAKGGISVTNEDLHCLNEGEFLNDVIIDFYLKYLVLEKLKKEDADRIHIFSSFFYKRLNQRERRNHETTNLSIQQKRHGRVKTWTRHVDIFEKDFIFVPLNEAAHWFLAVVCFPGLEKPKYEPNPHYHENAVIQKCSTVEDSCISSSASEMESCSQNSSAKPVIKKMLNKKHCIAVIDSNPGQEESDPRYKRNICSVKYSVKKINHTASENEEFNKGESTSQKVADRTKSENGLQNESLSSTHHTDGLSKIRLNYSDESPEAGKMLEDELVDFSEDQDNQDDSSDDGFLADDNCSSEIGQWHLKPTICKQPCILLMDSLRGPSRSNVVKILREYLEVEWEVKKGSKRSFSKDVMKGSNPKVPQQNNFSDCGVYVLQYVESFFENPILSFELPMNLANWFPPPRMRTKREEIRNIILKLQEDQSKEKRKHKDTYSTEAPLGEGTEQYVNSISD
PfG6PD inh – PfG6PD (Plasmodium falciparum) enzyme inhibition. 0.78% of 350,000 active. PfGluPho enzyme, NADPH resazurin-diaphorase fluorescence. inhibition, % at 20 µM;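 active = inhibition reaching at least a set limit at 20 µM in the primary screen, cut at about 59% in these data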;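 also: 0% = DMSO wells with substrate and 100% = DMSO wells lacking glucose-6-phosphate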
SENP1 FRET inh – blocks the human SENP1 SUMO protease catalytic domain; recombinant SENP1 catalytic domain, CyPet-SUMO1-YPet FRET cleavage; inhibition, % at 10 µM; 0.21% of 360,000 active; AID 624204;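 active = inhibition at least 30% at 10 µM, raw YFP signal under a set limit, fluorescence ratio 0.5 to 1.5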;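 also: 0% = enzyme with DMSO and 100% = no enzyme wells; some results filed as inactive read as strong as hits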
Target sequence (Q9P0U3 419-644 limits assumed): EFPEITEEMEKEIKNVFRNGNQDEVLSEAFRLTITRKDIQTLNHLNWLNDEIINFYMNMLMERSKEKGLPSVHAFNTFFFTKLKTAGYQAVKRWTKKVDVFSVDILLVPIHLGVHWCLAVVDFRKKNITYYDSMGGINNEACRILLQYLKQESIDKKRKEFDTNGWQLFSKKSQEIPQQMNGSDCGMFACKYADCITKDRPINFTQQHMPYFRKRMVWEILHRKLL
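System: Recombinant human SENP1 catalytic domain, His6-tagged | Incubation: Enzyme reaction for 50 min at room temperature, dark | Medium: Tris pH 8 with BME, BSA, NP40 and catalase | Also added: 25 nM SUMO1 FRET substrate | Compound: 10 µM single point, 0.5% DMSO | Measured by: FRET fluorescence in CFP and YFP emission channels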
SENP7 inh – SENP7 protease inhibition | Q9BQF6 | recombinant SENP7, Z-RLRGG-aminoluciferin luminescence, 40 min | inhibition, % at 5 µM | 1.5% of 330,000 active;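 active = inhibition above about 50% at the single test dose, limit read from the data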;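 also: plate controls were DMSO with enzyme for no effect and no enzyme buffer wells for full effect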
Target sequence (Q9BQF6 706-1050 limits assumed): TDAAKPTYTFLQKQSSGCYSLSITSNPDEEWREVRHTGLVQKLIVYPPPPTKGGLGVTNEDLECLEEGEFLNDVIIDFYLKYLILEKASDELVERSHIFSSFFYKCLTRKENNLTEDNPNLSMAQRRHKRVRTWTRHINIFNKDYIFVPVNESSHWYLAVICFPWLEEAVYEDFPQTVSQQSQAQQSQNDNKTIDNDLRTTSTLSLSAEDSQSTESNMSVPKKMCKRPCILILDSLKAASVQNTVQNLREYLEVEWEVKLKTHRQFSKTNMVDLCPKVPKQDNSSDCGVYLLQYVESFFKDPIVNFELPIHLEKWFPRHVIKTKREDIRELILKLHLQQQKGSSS
SENP8 block-2 – blocks human SENP8 cleavage of Nedd8 substrate; Q96LD8; recombinant SENP8, Nedd8 substrate fluorescence; inhibition, % at 20 µM; 0.64% of 360,000 active; AID 602440; in the data active = inhibition mostly above about 40%, no sharp cut-off; inactive = mostly below about 27%
NLRP3 yeast inh – NALP3 inhibition in yeast | Yeast reconstituted NLRP3/ASC/caspase-1, beta-gal luminescence, 24 h | 0.39% of 330,000 active | inhibition, % at 10 µM;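 active = inhibition of 50% or more; inactive = inhibition below 50%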;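 also: plate controls were induced DMSO wells for no effect and uninduced yeast grown without galactose for full effect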
HKDC1 inhibitor – HKDC1 (human) hexokinase inhibition; inhibition, % at 20 µM; recombinant HKDC1, G6PDH/diaphorase resazurin coupled fluorescence; 0.16% of 340,000 active; Q2TB90;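 active = inhibition above about 35% when tested at 20 µM, limit read from the data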;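 also: plate controls were DMSO wells with enzyme for no effect and DMSO wells lacking enzyme for full effect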
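Test system: HK5 enzyme. Quantity: 5 µg/mL HK5 final. Reagent: glucose and ATP substrates. Schedule: 90 min reaction incubation at room temperature, dark. Technique: resazurin-to-resorufin fluorescence via G6PDH and diaphorase coupling, 525/613 nm. Control set: DMSO wells with and without enzyme mix.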
* = called active by the depositor; . = no result given.

Sample of the layout, 4 compounds:
SMILES,SENP8 block-1,Apaf1 inhib,SENP6 inh,PfG6PD inh,SENP1 FRET inh,SENP7 inh,SENP8 block-2,NLRP3 yeast inh,HKDC1 inhibitor
S=C(NCc1ccccc1)Nc1ccc(Cl)cc1,3,6,3,6,7,8,8,33,12
COc1ccc(NS(=O)(=O)c2ccc(O)c(NC(=O)c3cc4c(C)nn(-c5ccc(F)cc5)c4s3)c2)cc1,7,2,-7,-16,1,15,-83,14,4
Cc1ccc(NC(=O)c2sccc2C)cc1S(=O)(=O)N(C)C,-7,-1,4,11,3,3,12,-16,-9
Cc1c(OC(C)C(=O)NCCCN2CCOCC2)ccc2c1oc(=O)c1ccccc12 (stereo unspecified),-4,-3,-3,13,-1,8,-307,7,-3

This part in full, from the start:
SMILES,SENP8 block-1,Apaf1 inhib,SENP6 inh,PfG6PD inh,SENP1 FRET inh,SENP7 inh,SENP8 block-2,NLRP3 yeast inh,HKDC1 inhibitor
S=C(NCc1ccccc1)Nc1ccc(Cl)cc1,3,6,3,6,7,8,8,33,12
COc1ccc(NS(=O)(=O)c2ccc(O)c(NC(=O)c3cc4c(C)nn(-c5ccc(F)cc5)c4s3)c2)cc1,7,2,-7,-16,1,15,-83,14,4
Cc1ccc(NC(=O)c2sccc2C)cc1S(=O)(=O)N(C)C,-7,-1,4,11,3,3,12,-16,-9
Cc1c(OC(C)C(=O)NCCCN2CCOCC2)ccc2c1oc(=O)c1ccccc12 (stereo unspecified),-4,-3,-3,13,-1,8,-307,7,-3
COc1cccc(C2CC(C(F)(F)F)n3ncc(C(=O)Nc4c(C)n(C)n(-c5ccccc5)c4=O)c3N2)c1 (stereo unspecified),1,-1,-13,-6,3,1,14,9,-8
CCOCCCNC(=O)CN1C(=O)COc2ccc(S(=O)(=O)N3CCCC3)cc21,-7,-6,-8,7,0,9,6,6,2
COc1ccccc1/C=C/C=N/n1c(-c2ccccn2)n[nH]c1=S,-3,0,-20,15,0,8,-4,-8,-4
CC(SCC(=O)Nc1ccc(F)cc1)c1nc2ccccc2c(=O)[nH]1 (stereo unspecified),3,6,-1,19,1,-7,15,7,30
O=C(NC1CCSc2ccccc21)c1ccc(C(F)(F)F)cc1 (stereo unspecified),3,0,-4,-8,0,3,3,16,-6
COc1ccc(N2C(=O)C3C(C2=O)C2C=CC3C23CC3)c(OC)c1 (stereo unspecified),-1,0,-11,0,1,-1,10,4,-4
Cc1ccc2cc(N)ccc2n1,.,.,.,34,5,.,-408,.,12
CC1CCc2sc3c(c2C1)c(=O)n(CC(=O)O)c(=O)n3Cc1ccc(Cl)cc1 (stereo unspecified),-6,14,-10,-2,0,4,7,-5,5
O=C(O)c1sccc1Oc1ccc(NS(=O)(=O)c2cccc(F)c2)cc1,-8,9,-36,-15,1,-6,11,6,-1
C=CCn1c(Cc2ccc(OC)cc2)nnc1SCC(=O)c1cccc([N+](=O)[O-])c1,4,13,7,0,3,2,2,13,-3
O=C(NC(=S)Nc1ccc(S(=O)(=O)Nc2nccs2)cc1)c1ccccc1F,-8,-9,-15,-20,1,2,3,9,4
CCOc1ccc(C(C(=O)Nc2ccc(F)cc2)N(C(=O)Cn2nnc3ccccc32)C2CC2)cc1 (stereo unspecified),5,-4,4,15,1,-2,13,5,-1
Cc1ccc(S(=O)(=O)N/N=C\c2cn(CC(N)=O)c3ccccc23)cc1C,-8,12,-10,42,-2,-10,6,27,5
O=C(NNC(=O)c1ccncc1)c1ccncc1,-4,-4,5,1,2,10,14,-1,-12
N#CCC(=O)N/N=C\c1ccccc1OC/C=C/c1ccccc1,6,7,12,9,-2,-8,-1,16,-1
O=C(O)c1cccc2c1C(=O)N(C1CCCCC1)C2,1,-6,-4,-2,1,-2,11,16,-7
COc1ccc(C2C(C#N)=C(N)Nc3nc4ccccc4n32)cc1 (stereo unspecified),-6,2,-18,1,-26,-2,-407,6,-7
COc1ccc(CNC(=O)CS(=O)Cc2nc(-c3ccc(C)cc3)oc2C)cc1 (stereo unspecified),-4,11,-8,5,-1,1,3,-11,4
COc1ccc2[nH]c(=O)c(CN(C(=O)c3cccnc3)c3cccc(C)c3)cc2c1,1,-17,-9,-16,0,-6,-306,-4,11
CN(C)/C=C/c1onc(-c2ccccc2Cl)c1C#N,3,-3,41,7,5,-15,1,43,-6
CCNc1nc(SCc2ccccc2)nc(N2CCOCC2)n1,-4,9,-15,2,1,5,14,27,-3

Arranged by formula weight (ascending): part of the list above
SMILES,SENP8 block-1,Apaf1 inhib,SENP6 inh,PfG6PD inh,SENP1 FRET inh,SENP7 inh,SENP8 block-2,NLRP3 yeast inh,HKDC1 inhibitor
CN(C)/C=C/c1onc(-c2ccccc2Cl)c1C#N,3,-3,41,7,5,-15,1,43,-6
COc1ccc2[nH]c(=O)c(CN(C(=O)c3cccnc3)c3cccc(C)c3)cc2c1,1,-17,-9,-16,0,-6,-306,-4,11
CCOc1ccc(C(C(=O)Nc2ccc(F)cc2)N(C(=O)Cn2nnc3ccccc32)C2CC2)cc1 (stereo unspecified),5,-4,4,15,1,-2,13,5,-1

More structures.
SMILES,SENP8 block-1,Apaf1 inhib,SENP6 inh,PfG6PD inh,SENP1 FRET inh,SENP7 inh,SENP8 block-2,NLRP3 yeast inh,HKDC1 inhibitor
CCN(CC)c1ccc(NC(=O)COC(=O)Cc2ccsc2)cc1,-8,17,-4,23,2,-2,9,17,2
Cc1ccc(CSCC(=O)N(C)CC(=O)Nc2c(Cl)cccc2Cl)cc1,11,4,-5,5,3,7,4,13,0
CCCCNc1ccc2nsnc2c1[N+](=O)[O-],-4,38,67*,-5,-34,20,11,15,7
O=C(CCCNS(=O)(=O)c1cccc2nsnc12)NCc1ccccc1,-4,-1,-13,13,0,-4,5,5,1
CC(C)Cn1c(N)c(C(=O)COC(=O)c2cc(-c3ccccc3)nc3ccccc23)c(=O)n(C)c1=O,-13,7,5,18,0,2,-129,17,0
COc1ccc(C(=O)n2nc(C)cc2C)cc1OC,-9,-6,-1,-7,4,-8,-7,17,-9
Cn1c(CC(=O)Nc2cccc(Cl)c2Cl)nnc1SCC(=O)NC1=NCCS1,8,-5,-25,6,2,5,9,10,-2
C[n+]1ccccc1/C=C/c1cc(Br)ccc1O,3,18,-7,10,-9,-3,-7,26,10
COc1cc(/C=N/N2C(C)CCCC2C)cc(OC)c1O (stereo unspecified),5,6,-13,84*,-3,7,23,-15,5
Cc1nnc(SCc2ccc(CC(=O)O)cc2)o1,0,6,-15,-10,2,-1,17,19,-3
CN(C1CCCC1)C1CCN(C(=O)CNC(=O)/C=C/c2cccc(C(F)(F)F)c2)CC1,2,-6,-3,-5,2,1,32,20,-5
CC(=O)Nc1cccc(NC(=O)CSc2nc(C)c(C)c(C)c2C#N)c1,-13,-4,-13,13,-5,-3,-10,-2,-5
CC1(C)Nc2ccccc2N(Cc2ccc([N+](=O)[O-])cc2)C1=O,-3,1,4,3,2,-8,18,14,-5
CC(O)[C@H]1CC[C@H]2[C@@H]3CC[C@H]4C[C@H](O)CC[C@]4(C)[C@H]3[C@H](O)C[C@]12C (stereo partly specified),-4,-1,-5,-9,5,9,16,13,-2
CCOc1nc(C)ccc1-c1noc(-c2ccccn2)n1,1,1,3,7,-1,8,14,18,-3
CC12CCC(C(=O)N3CCN(C(c4ccccc4)c4ccccc4)CC3)(OC1=O)C2(C)C (stereo unspecified),-7,23,-24,5,-2,-9,12,9,1
COc1ccc(CCNC(=O)C2CC(=O)N(CCc3ccc(C)cc3)C2)cc1OC (stereo unspecified),-5,-20,-7,15,-1,0,15,11,-7
O=S(=O)(c1ccccc1)N1CCC(n2nnc3cc(F)ccc32)CC1,0,-3,7,-6,3,1,10,9,-4
CCC(C)(C)NC(=O)COc1ccc(OCc2ccccc2)cc1,1,13,-3,19,3,1,8,-54,-8
CC1(NCc2ccc(Cl)cc2)COP(=O)(NCc2ccccc2)OC1 (stereo unspecified),.,.,.,-34,10,.,16,.,8
O=C1CCCN1CC1CCCN(Cc2nc(COc3ccccc3)no2)C1 (stereo unspecified),-1,-14,3,-25,-2,1,10,14,2
O=C(CN1CCN(c2ccccc2)CC1)Nc1cccc([N+](=O)[O-])c1,-14,8,-17,-23,2,-5,13,17,7
COc1cc(OC)cc(C(=O)NC(=S)Nc2nc(-c3cc4ccccc4o3)cs2)c1,4,-24,-24,-14,0,4,24,11,-5
O=S(=O)(NCc1cccnc1)c1cccc2nsnc12,3,-5,-6,-8,4,-2,5,-1,-5
COc1ccc(C(=O)NCC(C)NC(=O)c2ccc(OC)c(OC)c2)cc1OC (stereo unspecified),-5,-5,-18,4,2,-8,-7,7,-1
O=C1COc2ccc(C(=O)COC(=O)C3CCN(S(=O)(=O)c4cccs4)CC3)cc2N1,4,13,19,-9,0,4,10,-2,0
COc1cccc(NC(=O)[C@@H]2CCCN2S(=O)(=O)c2cccc3cccnc23)c1,-13,-1,-14,3,2,-10,20,-5,1
COc1cc(/C=C2\SC(=Nc3c(C)n(C)n(-c4ccccc4)c3=O)NC2=O)ccc1O,.,.,.,18,42*,.,-2,.,-7
O=C(N1CCOCC1)N(Cc1ccco1)CC1CCCO1 (stereo unspecified),-1,-7,-9,-1,-3,-5,2,25,-6
CSc1nnc2c3ccccc3n(Cc3ccccc3)c2n1,4,22,-1,2,1,-6,-7,-4,-8
O=S(=O)(NCC(c1ccc2c(c1)OCO2)N1CCOCC1)c1ccc(F)cc1 (stereo unspecified),-5,16,-9,-3,4,4,2,19,0
Cc1ccc(C2CC(=O)N(c3ccc(F)cc3)C3=C2C(=O)CCC3)cc1 (stereo unspecified),-10,8,-23,-7,-3,-3,11,7,-4

Single records, as listed above. Screens in order: SENP8 block-1, Apaf1 inhib, SENP6 inh, PfG6PD inh, SENP1 FRET inh, SENP7 inh, SENP8 block-2, NLRP3 yeast inh, HKDC1 inhibitor
`O=C(N1CCOCC1)N(Cc1ccco1)CC1CCCO1` (stereo unspecified) in the list: -1, -7, -9, -1, -3, -5, 2, 25, -6
`Cc1ccc(C2CC(=O)N(c3ccc(F)cc3)C3=C2C(=O)CCC3)cc1` (stereo unspecified) in the list: -10, 8, -23, -7, -3, -3, 11, 7, -4
`CSc1nnc2c3ccccc3n(Cc3ccccc3)c2n1` in the list: 4, 22, -1, 2, 1, -6, -7, -4, -8

Printed as active in SENP6 inh, of those listed so far:
SMILES,SENP6 inh,PfG6PD inh,SENP1 FRET inh,SENP7 inh,NLRP3 yeast inh,HKDC1 inhibitor
CCCCNc1ccc2nsnc2c1[N+](=O)[O-],67*,-5,-34,20,15,7
